GPR7 antagonist: GPR7 receptor antagonists, primary screen, cell-based, fluorescence, single concentration; Neuropeptides B/W receptor type 1 (Homo sapiens), P48145; inhibition, % at 4.4 µM; actives 1.1% (n = 290,000); GPR7-expressing cells, fluorescence antagonist assay; in the data active = inhibition above about 16%, passing the limit was not always enough;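 note: cells stimulated with the agonist NPW; 0% = agonist with vehicle and 100% = vehicle without agonist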
OXTR ag: human OXTR agonists, primary screen, fluorescence, CHO-OTR cells, Fluo-8 calcium; activation, % at 3 µM; Oxytocin receptor (Homo sapiens), P30559; actives 0.32% (n = 320,000); AID 2435, 2010; Fluo-8 calcium fluorescence; normalized: DMSO 0%, oxytocin 100%;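 active = activation above the mean of all tested compounds plus 3 SD, cutoff set per screening run, cut at about 20% in these data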;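 note: peak over basal fluorescence ratio from a 100 s FLIPR kinetic read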
V1R ag counter: agonists of human V1a receptor, primary screen, counter-screen for OXTR agonist project, fluorescence, CHO-V1R cells. Vasopressin V1a receptor (Homo sapiens), P37288. Fluo-8 calcium fluorescence, agonist mode; 0% DMSO, 100% 3 nM vasopressin. activation, % at 3 µM. actives 0.25% (n = 320,000). AID 2797, 2010;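 active = activation above the mean activation of all tested compounds plus 3 SD, per screening run, cut at about 20% in these data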;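 note: signal is peak over basal fluorescence ratio across a 100 second FLIPR read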
Target sequence (P37288 whole entry, looked up): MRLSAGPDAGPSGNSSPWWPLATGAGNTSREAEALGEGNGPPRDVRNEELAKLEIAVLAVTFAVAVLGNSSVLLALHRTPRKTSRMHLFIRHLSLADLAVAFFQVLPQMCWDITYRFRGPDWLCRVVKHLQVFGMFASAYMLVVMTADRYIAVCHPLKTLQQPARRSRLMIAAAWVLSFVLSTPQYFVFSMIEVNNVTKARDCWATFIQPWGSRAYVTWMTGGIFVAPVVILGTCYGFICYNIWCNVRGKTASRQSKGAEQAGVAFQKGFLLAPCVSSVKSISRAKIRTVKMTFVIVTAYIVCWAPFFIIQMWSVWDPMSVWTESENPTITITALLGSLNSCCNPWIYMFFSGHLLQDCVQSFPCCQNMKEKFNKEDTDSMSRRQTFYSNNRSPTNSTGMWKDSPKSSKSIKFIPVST
TAAR1 antagonist: human TAAR1 antagonists, primary screen, Fluo-8 calcium fluorescence, CHO RD-HGA16 cells | inhibition, % at 3 µM | Trace amine-associated receptor 1 (Homo sapiens), Q96RJ0 | actives 1.5% (n = 360,000) | antagonist | AID 624466, 2012;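 active = inhibition above a per-plate cutoff, the mean inhibition of test compounds on that plate plus 3 SD, cut at about 49% in these data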;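 note: 0% = DMSO plus EC80 beta-PEA response and 100% = DMSO alone without agonist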
Target sequence (Q96RJ0 whole entry, looked up): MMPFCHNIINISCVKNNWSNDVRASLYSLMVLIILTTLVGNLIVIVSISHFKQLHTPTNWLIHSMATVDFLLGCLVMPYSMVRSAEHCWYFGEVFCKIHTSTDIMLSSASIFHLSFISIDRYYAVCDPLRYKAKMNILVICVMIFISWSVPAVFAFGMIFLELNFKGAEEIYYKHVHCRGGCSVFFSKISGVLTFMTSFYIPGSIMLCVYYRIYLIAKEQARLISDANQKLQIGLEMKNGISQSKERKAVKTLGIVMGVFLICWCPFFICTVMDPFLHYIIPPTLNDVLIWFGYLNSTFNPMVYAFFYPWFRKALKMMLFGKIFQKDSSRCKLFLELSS
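Test system: CHO RD-HGA16 cells bearing hTAAR1 | Reagent: β-PEA, EC80 | Compound dosing: 3 µM, single point | Schedule: Dye loading 75 min at 37 °C, then 30 min room temperature | Signal: Calcium fluorescence with Fluo-8 | Evaluation: Percent inhibition of PEA-evoked calcium signal, max/basal emission ratio | Control set: DMSO-only wells and EC80 β-PEA-stimulated wells | Repeats: Singlicate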
M1 PAM parental: nonselective calcium activators in parental CHO-K1 cells, primary screen, counter-screen for M1 PAM project, cell-based, Fluo-8 calcium fluorescence, full deck, 1536-well. actives 0.02% (n = 360,000). ATP EC20; 0% at ATP EC20, 100% at ATP max. activation, % at 3 µM;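 active = activation above the run cutoff, the mean activation of all test compounds plus 3 SD, cut at about 40% in these data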;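 note: peak over basal fluorescence ratio in a 140 s read after ATP addition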
CHO parental Ca: ATP-evoked calcium signal inhibitors, parental CHO, primary screen, counter-screen for OX1R antagonist project, cell-based, fluorescence, Fluo-8 calcium dye. parental CHO-K1, ATP-induced calcium, Fluo-8 fluorescence. inhibition, % at 5.6 µM. actives 0.63% (n = 330,000). AID 463079, 2010;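 active = inhibition above that plate's mean sample inhibition plus 3 SD, cut at about 26% in these data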;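 note: 0% = ATP-challenged DMSO wells and 100% = DMSO wells without ATP; some compounds past the cut are filed as inactive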
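Material: parental CHO cells / Compound: single nominal dose of 5.6 µM per compound / Signal: Fluo-8 fluorescence / Replicates: singlicate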
CHO-K1 Ca antag: nonselective inhibitor or artifact in parental CHO-K1 cells. AID 602250. actives 0.6% (n = 360,000). ATP-induced calcium, Fluo-8 fluorescence. inhibition, % at 3 µM;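 active = inhibition above a per-plate cutoff, the plate's mean sample inhibition plus 3 SD, cut at about 24% in these data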;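 note: 0% = DMSO plus EC80 ATP and 100% = DMSO alone without ATP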
CHO-K1 Ca ag: counter-screen for M1 agonists: effect in parental CHO-K1 cells; Fluo-8 calcium fluorescence; scaled to maximal ATP response, vehicle zero; activation, % at 3 µM; actives 0.48% (n = 360,000); AID 602248, 2012; in the data active = activation above about 15%;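 note: untransfected CHO-K1 host cells lacking M1 receptor as counterscreen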
OXTR potentiate: human OXTR potentiators, primary screen, fluorescence, CHO-OTR cells, Fluo-8 calcium; activation, % at 3 µM; Oxytocin receptor (Homo sapiens), P30559; AID 2445, 2010; actives 0.061% (n = 320,000); Fluo-8 calcium fluorescence, potentiator mode; 0% = oxytocin EC15, 100% = EC100;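 active = activation above that plate's cutoff, the mean activation of tested compounds plus 3 SD, cut at about 6.6% in these data, passing the limit was not always enough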;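 note: 100% uses oxytocin at 75 nM as the full agonist control; some results filed as inactive read as strong as hits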
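Material: CHO-OTR cells, human receptor; compound dosing: single dose, 3.0 µM nominal final compound concentration; schedule: 6 min compound pre-incubation at room temperature, 100 s kinetic read; measured by: kinetic Fluo-8 calcium fluorescence; read-out basis: % activation vs EC15 and EC100 oxytocin; controls: EC15 oxytocin alone as 0%, 75 nM oxytocin as 100%; replicates: singlicate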
The depositor's hits bear a star.

For CCN(CC(=O)Nc1c(F)cccc1F)C(=O)/C=C/c1c(C)nn(-c2ccc(F)cc2)c1C the results were OXTR ag -1.5, V1R ag counter -0.6, TAAR1 antagonist -47, M1 PAM parental -24, CHO parental Ca -8, CHO-K1 Ca antag 10, CHO-K1 Ca ag 0.1 and OXTR potentiate -3.
Cc1cc(F)ccc1-c1cc(C(=O)NC2CCCCC2)[nH]n1 was read as TAAR1 antagonist 5, M1 PAM parental -13, CHO-K1 Ca antag 5 and CHO-K1 Ca ag 0.4.
For CC(C)(C)NC(=O)COC(=O)CCC(=O)c1ccc(Cl)cc1 the results were GPR7 antagonist -6, OXTR ag 2.5, V1R ag counter 4.2, TAAR1 antagonist 9, M1 PAM parental 13, CHO parental Ca -5, CHO-K1 Ca antag -8, CHO-K1 Ca ag 4.3 and OXTR potentiate -13.
Nc1nonc1-n1nnc(C(=O)N/N=C/c2ccccc2Cl)c1CN1CCOCC1 was read as GPR7 antagonist -6, OXTR ag -1.4, V1R ag counter 0.1, TAAR1 antagonist -26, M1 PAM parental -21, CHO parental Ca -18, CHO-K1 Ca antag -3, CHO-K1 Ca ag 0.3 and OXTR potentiate -3.
`COc1cccc(C(C)NC(=O)Nc2cccc(C(F)(F)F)c2)c1` (stereo not drawn) gave GPR7 antagonist -5, OXTR ag 5.5, V1R ag counter 6.3, TAAR1 antagonist 24, M1 PAM parental 12, CHO parental Ca 8, CHO-K1 Ca antag 7, CHO-K1 Ca ag 9.9 and OXTR potentiate -31.
`Cc1ccc(S(=O)(=O)N2CCC(C(=O)N[C@H](C(=O)NCc3ccco3)C(C)C)CC2)cc1` gave GPR7 antagonist -8, OXTR ag -1.9, V1R ag counter -0.2, TAAR1 antagonist 11, M1 PAM parental 10, CHO parental Ca -16, CHO-K1 Ca antag -12, CHO-K1 Ca ag -0.1 and OXTR potentiate 6.
For N/C(Cc1ccc(Cl)cc1Cl)=N\OC(=O)Cc1ccccc1 the results were GPR7 antagonist -4, OXTR ag -2.4, V1R ag counter -0.9, TAAR1 antagonist 4, M1 PAM parental 23, CHO parental Ca -8, CHO-K1 Ca antag -17, CHO-K1 Ca ag 0.5 and OXTR potentiate 0.
Screening COC(=O)[C@@]1(C)[C@H]2C(=O)N(C)C(=O)[C@H]2[C@H]2CN(C)C(=NC3CCCCC3)N21 returned TAAR1 antagonist -5, M1 PAM parental 0, CHO parental Ca 1, CHO-K1 Ca antag -16 and CHO-K1 Ca ag 0.1.
O=C(C[C@H]1C(=O)N(Cc2ccccc2)C[C@@H]1c1ccc(Br)cc1)Nc1ccc(Br)cc1 was read as TAAR1 antagonist 9, M1 PAM parental 1, CHO-K1 Ca antag -13 and CHO-K1 Ca ag 1.1.
COc1ccc(C2=NCCNC(C(F)(F)F)=C2)cc1 was read as GPR7 antagonist -4, OXTR ag 0.3, V1R ag counter 2.5, TAAR1 antagonist -8, M1 PAM parental 11, CHO parental Ca 0, CHO-K1 Ca antag -9, CHO-K1 Ca ag 1.2 and OXTR potentiate -13.
Cc1cc2nc(C)n(CCCNC(=O)Nc3cccc4ccccc34)c2cc1C was read as GPR7 antagonist 14, OXTR ag 6.5, V1R ag counter 6.5, TAAR1 antagonist 22, M1 PAM parental -7, CHO parental Ca -1, CHO-K1 Ca antag 19, CHO-K1 Ca ag 2.4 and OXTR potentiate -26.
COc1ccc(NC(=O)CCN2CCCC2)c(OC)c1 was read as GPR7 antagonist -10, OXTR ag -0.1, V1R ag counter -0.3, TAAR1 antagonist -7, M1 PAM parental 11, CHO parental Ca -19, CHO-K1 Ca antag -7, CHO-K1 Ca ag 0.6 and OXTR potentiate -18.
For CCOC(=O)c1[nH]c2ccc(OC)cc2c1NC(=O)CCN1CCc2ccccc2C1 the results were GPR7 antagonist -9, OXTR ag 2.2, V1R ag counter 0.6, TAAR1 antagonist -13, M1 PAM parental 14, CHO parental Ca -21, CHO-K1 Ca antag -10, CHO-K1 Ca ag 0.8 and OXTR potentiate -6.
C[C@H](OC(=O)n1ccnc1)[C@@H]1O[C@@]2(C)CCC[C@@H]1O2 was read as OXTR ag 0.9, V1R ag counter -0.8, TAAR1 antagonist 11, M1 PAM parental 8, CHO parental Ca -9, CHO-K1 Ca antag -16, CHO-K1 Ca ag 0.3 and OXTR potentiate -3.
NC(=O)SCC(=O)Nc1cccc(Cl)c1 was read as GPR7 antagonist 0, OXTR ag 4.1, V1R ag counter 5.0, TAAR1 antagonist 2, M1 PAM parental 0, CHO parental Ca 7, CHO-K1 Ca antag 4, CHO-K1 Ca ag 0.6 and OXTR potentiate -10.
CC1(C(=O)NS(=O)(=O)c2ccccc2Cl)CCN1C(=O)CCc1ccc(Cl)cc1Cl (stereo not drawn) was read as TAAR1 antagonist -9, M1 PAM parental -16, CHO-K1 Ca antag 13 and CHO-K1 Ca ag -0.3.

Structures shown so far that contain a Cl atom (5):
For CC(C)(C)NC(=O)COC(=O)CCC(=O)c1ccc(Cl)cc1 the results were GPR7 antagonist -6, OXTR ag 2.5, V1R ag counter 4.2, TAAR1 antagonist 9, M1 PAM parental 13, CHO parental Ca -5, CHO-K1 Ca antag -8, CHO-K1 Ca ag 4.3 and OXTR potentiate -13.
Nc1nonc1-n1nnc(C(=O)N/N=C/c2ccccc2Cl)c1CN1CCOCC1 was read as GPR7 antagonist -6, OXTR ag -1.4, V1R ag counter 0.1, TAAR1 antagonist -26, M1 PAM parental -21, CHO parental Ca -18, CHO-K1 Ca antag -3, CHO-K1 Ca ag 0.3 and OXTR potentiate -3.
For N/C(Cc1ccc(Cl)cc1Cl)=N\OC(=O)Cc1ccccc1 the results were GPR7 antagonist -4, OXTR ag -2.4, V1R ag counter -0.9, TAAR1 antagonist 4, M1 PAM parental 23, CHO parental Ca -8, CHO-K1 Ca antag -17, CHO-K1 Ca ag 0.5 and OXTR potentiate 0.
NC(=O)SCC(=O)Nc1cccc(Cl)c1 was read as GPR7 antagonist 0, OXTR ag 4.1, V1R ag counter 5.0, TAAR1 antagonist 2, M1 PAM parental 0, CHO parental Ca 7, CHO-K1 Ca antag 4, CHO-K1 Ca ag 0.6 and OXTR potentiate -10.
CC1(C(=O)NS(=O)(=O)c2ccccc2Cl)CCN1C(=O)CCc1ccc(Cl)cc1Cl (stereo not drawn) was read as TAAR1 antagonist -9, M1 PAM parental -16, CHO-K1 Ca antag 13 and CHO-K1 Ca ag -0.3.

Rows are unselected; about 3.5% have a hit in one of these screens.
